Screens (PubChem BioAssay)
CaV13 ICDI inh: Primary screen for inhibitors of IQ motif and Ca2+-dependent inactivation inhibitor domain binding in CACNA1D, Förster resonance energy transfer in living cells, …. HEK cells, CFP/YFP FRET ICDI-IQ, plate reader, 10 min; percent FRET-ratio fall versus neutral wells. inhibition, % at 12.3 µM. actives 0.098% (n = 340,000);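 active = mean replicate inhibition of at least 30% and at least 1% of replicates passing that level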;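 also: 0% = median of the neutral control wells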
NR2E3 agonist: NR2E3 (human) agonism. AID 2300. Q9Y5X4. inhibition of corepressor binding, % at 4.78 µM. actives 0.12% (n = 320,000). GST-NR2E3/biotin-RetCOR TR-FRET, 1536-well;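 active = percent inhibition above the cutoff of mean plus 3 SD of all tested compounds, set per screening campaign, cut at about 20% in these data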;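 also: 0% = DMSO wells and 100% = biotin wells as full block of FRET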
Target sequence (Q9Y5X4 whole entry, looked up): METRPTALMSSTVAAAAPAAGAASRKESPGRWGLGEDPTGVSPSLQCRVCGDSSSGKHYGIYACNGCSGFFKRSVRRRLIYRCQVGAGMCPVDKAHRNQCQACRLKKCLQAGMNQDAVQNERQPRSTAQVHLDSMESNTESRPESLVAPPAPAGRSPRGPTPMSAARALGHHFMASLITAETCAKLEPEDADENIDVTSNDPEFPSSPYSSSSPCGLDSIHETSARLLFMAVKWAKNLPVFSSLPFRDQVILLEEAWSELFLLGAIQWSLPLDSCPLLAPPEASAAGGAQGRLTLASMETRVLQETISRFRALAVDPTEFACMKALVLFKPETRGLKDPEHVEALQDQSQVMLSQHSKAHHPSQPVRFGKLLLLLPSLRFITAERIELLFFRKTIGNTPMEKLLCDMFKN
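Material – GST-tagged NR2E3 plus biotinylated RetCOR corepressor · Quantity – NR2E3 fusion 1.35 nM · Times – 5 h incubation at 4 °C · Medium – pH 7.5 Tris-based buffer · Technique – TR-FRET, Eu(K)-anti-GST donor, streptavidin-D2 acceptor, ex 340, em 617/671 nm · Benchmarks – high control biotin, low control 0.6% DMSO · Format – 1536-well plates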
MITF TRPM1 inh: inhibitors of MITF-driven TRPM1 promoter in melanoma cells; actives 0.83% (n = 330,000); AID 488899; SK-MEL-5 TRPM1 promoter luciferase, 24 h; inhibition, % at 12.5 µM;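 active = mean inhibition across replicates of 60% or more, whatever share of single replicates reaches that level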; also: values of inactives mirror those of a sister screen read the other way
Shn3 3UTR inh: Schnurri-3 reporter inhibition in Clone20 osteoblasts | Clone20 osteoblast Shn3 3'UTR firefly luciferase, 24 h | inhibition, % at 12.5 µM | actives 0.52% (n = 360,000);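 active = mean inhibition of at least 75% with every replicate also reaching 75%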;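 also: 0% = median of neutral control wells and 100% = pilot-screen positive control compound; some compounds past the cut are filed as inactive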
Active calls of the source: *. An excerpt. The share of hits here may be higher or lower than overall.

`C#CCOCCOCCOCCNc1nc(N2CCN(C(=O)C(Cc3ccc(O)cc3)n3cc(C(N)CC(C)C)nn3)CC2)nc(N2CCN(C(=O)C(Cc3cc4ccccc4[nH]3)n3cc(C(N)Cc4ccc(O)cc4)nn3)CC2)n1` (centres undefined) gave NR2E3 agonist 1.
For O=S(=O)(O)c1nc2ccccc2n1Cc1cccc2ccccc12 the results were NR2E3 agonist -1.
For CCCCNc1ccc(S(N)(=O)=O)cc1[N+](=O)[O-] the results were NR2E3 agonist 1.
O=C1Nc2ccc(Br)cc2C1=Nc1ccc(-c2nnc3n2CCCCC3)cc1 was read as NR2E3 agonist -1.
`CCCN1CCC(NC23CC4CC(CC(C4)C2)C3)CC1` gave NR2E3 agonist 1.
Screening O=C(CN1C(=O)/C(=C/c2c(F)cccc2Cl)Oc2ccccc21)NCc1ccco1 returned NR2E3 agonist 2.
For CCN(CC)CCNC(=O)C(=O)NCC1OCCN1C(=O)c1ccc2c(c1)OCO2 (centres undefined) the results were NR2E3 agonist -3.
CCc1nnc(NC(=O)CN2C(=O)/C(=C/c3ccc(OC)c(OC)c3)SC2=S)s1 was read as NR2E3 agonist 2.
For CC1(C(=O)CSc2ncn[nH]2)CCC(=O)O1 (centres undefined) the results were NR2E3 agonist -1.
Screening Cc1ccc(O)c(C(=O)c2cnn(C(=O)COc3ccccc3C#N)c2)c1 returned NR2E3 agonist 3.
For Cn1nc(OC(=O)Nc2ccc(Cl)cc2)cc1C(F)(F)F the results were NR2E3 agonist -1.
For CCC(=O)N1CCc2cc(Br)cc(S(=O)(=O)Nc3c(C)n(C)n(-c4ccccc4)c3=O)c21 the results were NR2E3 agonist 3.
Screening COc1ccc(NC(=O)/C(Cl)=C(/Cl)S(=O)Cc2ccccc2Cl)cn1 (centres undefined) returned MITF TRPM1 inh 98*.
CCCCCCNC(=O)N[C@H](C(=O)NCCC[C@H]1CN2C(=NC[C@H]2C)N1CCC(c1ccccc1)c1ccccc1)C(C)O (some centres undefined) was read as NR2E3 agonist 3 and MITF TRPM1 inh -3.
`O=P(O)(O)CP(=O)(O)O` gave NR2E3 agonist 4 and Shn3 3UTR inh 3.
For CCOC(=O)N1c2ccccc2C=CC1OCC (centres undefined) the results were NR2E3 agonist 6 and Shn3 3UTR inh -1.
`Cc1nc(N[C@@H](Cc2c[nH]c3ccccc23)C(=O)O)c2oc3ccccc3c2n1` gave NR2E3 agonist 1 and Shn3 3UTR inh 3.
For O=C(Nc1ccc(Cl)cc1)OC[C@@H]1CSCCS(=O)(=O)N1 the results were CaV13 ICDI inh -5.
`O=S1(=O)N[C@H](Cc2ccccc2)COc2cc(Br)ccc21` gave CaV13 ICDI inh -5.
`Cc1cc2ncn(/N=C/c3cc(Br)ccc3O)c2cc1C` gave CaV13 ICDI inh -9.
O=[N+]([O-])c1ccc2c(c1)CCCO[C@]21O[C@H](CCO)C[C@H](O)[C@H]1O was read as CaV13 ICDI inh -3.
`COc1cccc(CC(=O)N2CCN(C(=O)C(=O)c3cccc(C(F)(F)F)c3)CC2)c1` gave CaV13 ICDI inh -9.
For CSc1c(N(C)C)c(=O)c1=S the results were CaV13 ICDI inh -9.
`OCC1OC(C(N=Nc2ccccc2)=NNc2ccccc2)C(O)C1O` (centres undefined) gave CaV13 ICDI inh -8.
Screening O=C(N[C@H](Cc1ccccc1)C(=O)NCCCc1ccccc1)[C@H]1O[C@@H](n2ccc(=O)[nH]c2=O)[C@H](O)[C@@H]1O returned CaV13 ICDI inh -3.
For COc1cccc(C(=O)N[C@H](C(=O)N2CCC[C@H]2C(=O)NCCc2ccccc2Cl)c2ccccc2)c1 the results were CaV13 ICDI inh -6.
For O=C1Nc2ccccc2C1=NN=Cc1ccco1 the results were CaV13 ICDI inh -5.
O=C(N[C@@H](Cc1cccnc1)C(=O)N1CCC[C@H]1C(=O)NC1CCCC1)c1ccc(Cl)c(Cl)c1 was read as CaV13 ICDI inh -3.
`COC(=O)C(C(=O)OC)c1ccccc1NS(=O)(=O)c1cccc2ccccc12` gave CaV13 ICDI inh -11.
For CCOC(=O)C1=C(C(=O)OCC)C2N(Cc3ccc(Br)cc3)c3ccccc3[C@@]23C[C@@H](C(=O)OC)N(S(=O)(=O)c2cccs2)C3=N1 (some centres undefined) the results were CaV13 ICDI inh -9.

Among those listed so far, these have a CF3 group.
For Cn1nc(OC(=O)Nc2ccc(Cl)cc2)cc1C(F)(F)F the results were NR2E3 agonist -1.
`COc1cccc(CC(=O)N2CCN(C(=O)C(=O)c3cccc(C(F)(F)F)c3)CC2)c1` gave CaV13 ICDI inh -9.

More results.
For c1ccc(-c2ccccc2C2Cc3nnccc3CN2)cc1 (centres undefined) the results were CaV13 ICDI inh -4.
For N#Cc1ccc(C(=O)NCC2CCN(C(=O)C(=O)c3cccs3)CC2)cc1 the results were CaV13 ICDI inh -8.
Screening Nc1nc2c(ncn2[C@@H]2O[C@H](C(=O)N[C@H](Cc3ccccc3)C(=O)NCCCc3ccccc3)[C@@H](O)[C@H]2O)c(=O)[nH]1 returned CaV13 ICDI inh -4.
Screening Nc1nc2c(ncn2[C@@H]2O[C@H](C(=O)NCC(F)(F)F)[C@@H](O)[C@H]2O)c(=O)[nH]1 returned CaV13 ICDI inh -3.
Screening CN(c1cccnc1)c1ccc(NC(=O)Cc2c[nH]c3ccccc23)cc1-c1ccc(C(C)(C)C)cc1 returned CaV13 ICDI inh -2.
Screening CC(C)NC(=O)OC[C@H]1O[C@H](C#Cc2ccc(C(C)(C)C)cc2)C=C[C@H]1O returned CaV13 ICDI inh -3.
Cc1ccc2c(c1)-n1c(nc3cc(F)ccc3c1=O)C(Cc1ccc(O)cc1)NC2=O (centres undefined) was read as CaV13 ICDI inh -9.
`O=C(C(=O)N1CCC(CNS(=O)(=O)c2ccc(F)cc2)CC1)c1cccs1` gave CaV13 ICDI inh -8.
COC(=O)c1ccc2nc(-c3ccc(C)cc3)c(CC(C)(C)C)n2c1 was read as CaV13 ICDI inh -10.
CN1CCCCC(NC(=O)c2ccccc2)C1=O (centres undefined) was read as CaV13 ICDI inh -2.
For CC1(C)OC(=O)C2=C(CC(CCc3ccccc3)OC2c2ccc(F)cc2)O1 (centres undefined) the results were CaV13 ICDI inh -7.
`O=C(CSC1=NC(=O)C(Cc2ccccc2)C(=O)N1)Nc1ncccn1` (centres undefined) gave CaV13 ICDI inh -4.
Cc1ccc2nc(-c3ccc(CN4CCC(c5nc6ccccc6[nH]5)CC4)cc3)c(-c3ccccc3)nc2c1 was read as CaV13 ICDI inh -12.
`COC(=O)c1cc2c(c3c4cc(F)ccc4n(C(=O)c4ccccc4)c13)C(=O)N(C1CCCCC1)C2` gave CaV13 ICDI inh -9.
N/C(Cc1cccc2ccccc12)=N\OC(=O)c1ccc(Br)o1 was read as CaV13 ICDI inh -6.
`Cc1ccc2c(=O)n3c(nc2c1)C(Cc1ccc(O)cc1)NC(=O)c1ccc(Cl)cc1-3` (centres undefined) gave CaV13 ICDI inh -9.
`COc1ccc(OCCCN2CCC(C(O)(c3ccccc3)c3ccccc3)CC2)cc1` gave CaV13 ICDI inh -6.
`COC(=O)N1C[C@@H]2Oc3nccnc3O[C@@H]2C[C@@H]1c1ccccc1Br` gave CaV13 ICDI inh -4.
O=C(NCc1ccccc1)[C@H]1CCCN1C(=O)[C@H]1CCCN1C(=O)c1ccc(F)cc1F was read as CaV13 ICDI inh -5.
`O=C(NCc1ccccc1)[C@@H]1CCCN1C(=O)[C@H]1CCCN1C(=O)c1cccc(Cl)c1` gave CaV13 ICDI inh -3.
For C=CCN1[C@H](C)[C@H](c2ccccc2)Oc2cc(Br)ccc2S1(=O)=O the results were CaV13 ICDI inh -9.
For COC(=O)c1cc2c(c3c4ccccc4n(S(=O)(=O)c4ccc(C)cc4)c13)C(=O)N(C)C2 the results were CaV13 ICDI inh -4.
For Cc1ccc(S(=O)(=O)N2CCCc3nc(-c4ccc(Br)cc4)ccc32)cc1 the results were CaV13 ICDI inh -4.
For O=c1ccn2c(n1)OC1CC2OC1COC(c1ccccc1)(c1ccccc1)c1ccccc1 (centres undefined) the results were CaV13 ICDI inh -12.
For COC(=O)C1=C(C)N(Cc2cccc(C(F)(F)F)c2)C(=NCc2cc(OC)c(OC)c(OC)c2)NC1CCc1ccccc1 (centres undefined) the results were CaV13 ICDI inh -2.
For CCc1cc2c(nc1CC)CCCN2CCOC the results were CaV13 ICDI inh -10.
Screening Cc1cccc(C2=CC(=O)CC(C)(C)C2=O)c1 returned CaV13 ICDI inh -8.
O=C(N[C@H](C(=O)N1CCC[C@H]1C(=O)NCCc1ccccc1Cl)c1ccccc1)c1ccccc1 was read as CaV13 ICDI inh -5.
For COc1cccc(CNC(=O)[C@H]2CCCN2C(=O)[C@H]2CCCN2C(=O)c2ccc(C)cc2)c1 the results were CaV13 ICDI inh -7.
Screening OC(c1ccccc1)(c1ccccc1)C1CCN(CCCOc2ccc(-c3cncnc3)cc2)CC1 returned CaV13 ICDI inh -9.
`COCCN1Cc2cc(C(=O)OC)c3c(c2C1=O)c1cc(F)ccc1n3C(=O)c1ccccc1` gave CaV13 ICDI inh -4.
COc1ccccc1CCn1cnc(-c2ccc(Br)cc2)c1CC(C)C was read as CaV13 ICDI inh -10.
COc1cccc(CNC(=O)[C@H]2CCCN2C(=O)[C@H]2CCCN2)c1 was read as CaV13 ICDI inh -5.
For C=CCO[C@H]1CN(C(=O)OC)[C@@H]2C[C@H]1Oc1ccccc12 the results were CaV13 ICDI inh -9.
`COc1ccc(C2CC(=O)C(c3ccccc3OC)=CN2Cc2ccccc2)cc1` (centres undefined) gave CaV13 ICDI inh -5.
CCCCCCCCN1C(=O)[C@@H](CC(=O)NCc2ccc(C)o2)C[C@@]2(C(=O)OC)C1=C[C@H](C(C)(C)C)O[C@@H]2C was read as CaV13 ICDI inh -10.
For COC(=O)Cc1nnn2c1[C@@H](C)[C@@H](c1ccccc1Br)O[C@@H](C)C2 the results were CaV13 ICDI inh -4.
For CSCCC(NC(=O)OCc1ccccc1)C(=O)NC(Cc1c[nH]c2ccccc12)C(=O)O (centres undefined) the results were CaV13 ICDI inh -10.
CCN=C1NC(c2ccccc2C(F)(F)F)C(C(=O)OC)=C(C)N1Cc1ccc(C(F)(F)F)cc1 (centres undefined) was read as CaV13 ICDI inh -4.
C[C@@H]1CN(c2ccc(N3CCNC[C@@H]3C)cc2C#N)C[C@H](C)O1 was read as CaV13 ICDI inh -8.
Screening CCCCc1c(-c2ccccc2OC)ncn1Cc1ccc(Cl)cc1Cl returned CaV13 ICDI inh -10.
`NCCCC(C(=O)O)N(C(=O)OCc1ccccc1)C(=O)OCc1ccccc1` (centres undefined) gave CaV13 ICDI inh -11.
For CCCCCCCCN1C(=O)N(Cc2ccc(OC)cc2)S(=O)(=O)c2ccc(F)cc21 the results were CaV13 ICDI inh -5.
Screening O=C(N[C@H](C(=O)N1CCC[C@H]1C(=O)NC1CCCC1)C1CCCCC1)c1ccccc1 returned CaV13 ICDI inh -2.
`Cc1[nH]c2ccccc2c1CC(=O)Nc1ccc(Nc2cccnc2)c(-c2ccc(OC(F)(F)F)cc2)c1` gave CaV13 ICDI inh -2.

Structures listed so far that have a thiophene ring, fused or not, in the order listed:
For CCOC(=O)C1=C(C(=O)OCC)C2N(Cc3ccc(Br)cc3)c3ccccc3[C@@]23C[C@@H](C(=O)OC)N(S(=O)(=O)c2cccs2)C3=N1 (some centres undefined) the results were CaV13 ICDI inh -9.
For N#Cc1ccc(C(=O)NCC2CCN(C(=O)C(=O)c3cccs3)CC2)cc1 the results were CaV13 ICDI inh -8.
`O=C(C(=O)N1CCC(CNS(=O)(=O)c2ccc(F)cc2)CC1)c1cccs1` gave CaV13 ICDI inh -8.

Going on with the list.
CCOC(=O)C1=CCN(S(C)(=O)=O)C1c1ccc(Cl)cc1 (centres undefined) was read as CaV13 ICDI inh -4.
COc1ccccc1-c1c(NC(=O)c2ccco2)n(-c2ccccc2)nc(C)c1=O was read as CaV13 ICDI inh -5.
C[C@H]1CN([C@@H](C)CO)C(=O)CCCn2nncc2CO[C@@H]1CN(C)C(=O)Nc1ccc(N2CCN(C)CC2)cc1 was read as CaV13 ICDI inh -6.
Screening COC(=O)[C@]12C[C@H](CC(=O)NCC34CC5CC(CC(C5)C3)C4)C(=O)N(Cc3ccccc3)C1=C[C@H](C(C)(C)C)O[C@@H]2C returned CaV13 ICDI inh -9.
`CC(=O)C1=C(C)N(CC(C)C)C(=S)NC1c1ccc(Br)cc1` (centres undefined) gave CaV13 ICDI inh -3.
Screening Cc1cc(N2CCN(CC(C)(C)O)C[C@@H]2C)ccc1N1CCN(CC(C)(C)O)[C@H](C)C1 returned CaV13 ICDI inh -12.

Among those listed so far, these have a nitro group on carbon.
For CCCCNc1ccc(S(N)(=O)=O)cc1[N+](=O)[O-] the results were NR2E3 agonist 1.
O=[N+]([O-])c1ccc2c(c1)CCCO[C@]21O[C@H](CCO)C[C@H](O)[C@H]1O was read as CaV13 ICDI inh -3.
